AID inh: blocks human AID cytidine deaminase activity; Q9GZX7; AID deamination FRET fluorescence, UDG-coupled, 4 h; Potency, µM (top dose mostly 115 µM), without a hit: at the highest dose activity change, negative = inhibition, most hits filed as inhibitors; actives 0.32% (n = 91,000); note: nearly all actives have a fitted effect of over 25% in size
Target sequence (Q9GZX7 whole entry, looked up): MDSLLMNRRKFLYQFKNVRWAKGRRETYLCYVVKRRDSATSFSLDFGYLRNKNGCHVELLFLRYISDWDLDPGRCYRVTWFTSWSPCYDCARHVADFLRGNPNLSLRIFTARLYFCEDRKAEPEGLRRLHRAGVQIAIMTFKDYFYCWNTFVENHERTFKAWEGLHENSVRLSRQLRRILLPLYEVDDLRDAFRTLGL
UDG counter: counter-screen for AID inhibitors: uracil-DNA glycosylase inhibition; actives 0.14% (n = 91,000); FRET deamination/UDG coupled assay, UDG read, 4 h; Potency, µM (highest dose often 115 µM), for the others: at the top dose activity change, negative = inhibition, actives largely listed as inhibitors; note: nearly all actives have a fitted effect of over 65% in size
Numbers without * were called inactive; u = inconclusive; [ ] = another dose, or the depositor's remark. Calls come from the whole dose curve; as a rule, active = well fitted curve in the direction sought with a large enough effect; inconclusive = small, poorly fitted or top-dose-only effect, or another doubt; inactive = no such curve, though single readings can be large; an effect the other way counts as inactive or inconclusive. % is set by controls: 0 for no effect and ±100 for the full control effect; potency is the fitted concentration of half-maximal effect. Some of the compounds tested. The share of hits here may be higher or lower than overall.

smiles,AID inh,UDG counter
C=C(C)Cn1c(SCC(=O)c2ccccc2)nc2sc3c(c2c1=O)CCCC3,-1.8%,18.2%
COc1cc(NC(=O)c2cc3ccccc3o2)ccc1NC(=O)c1ccccc1Cl,-5.9%,0.1%
COc1ccc(CCNC(=O)c2c(O)nc3cc(C)ccn3c2=O)cc1OC,-5.2%,-4.1%
COc1ccccc1N1CCN(C(c2ccccc2)c2nnc(-c3ccccc3Cl)o2)CC1 (configuration not stated),-27.4%,-14.2%
COc1cc(C(=O)/C=C/c2cc(Br)c(O)c(OC)c2)ccc1OCC(=O)O,15.5%,0.5%
Cc1ccc(NC(=O)CSc2nnc3[nH]c(=O)cc(C)n23)cc1Cl,-2.4%,2.5%
O=S(=O)(c1ccc(-c2csc(-c3cccc(Cl)c3)n2)cc1)N1CCOCC1,1.1%,12.2%
COc1ccc(CN(C(=O)Cc2n[nH]c(=O)c3ccccc23)C2CC2)cc1,-13.1%,4.8%
O=C(OCc1ccccc1Cl)c1ccc(-c2nnn(Cc3ccc(F)cc3)n2)cc1,13.8%,23.2%
CCC(C)Oc1nc2ccccc2nc1NS(=O)(=O)c1ccccc1 (configuration not stated),-1.6%,-4.7%
Cc1cc(=O)n(Cc2cccc(Cl)c2)c2c1c(C)nn2-c1ccccc1,-0.4%,-16.0%
O=C(CCc1ncc(-c2ccccc2Cl)o1)NCC1(N2CCCCC2)CCCCC1,-13.0%,-1.3%

smiles,AID inh,UDG counter
Cc1cc(Nc2cccc(O)c2)c2cccc(Br)c2n1,5.7%,0.0%
CCCCN1CCc2nc(N3CCN(c4ncccn4)CC3)ncc2C1,u,-17.1%
COc1cccc(CNC(=O)Cn2c(=O)oc3cc(S(=O)(=O)N4CCC(C)CC4)ccc32)c1,16.8%,u
Cc1cccc(C)c1NC(=O)CS(=O)(=O)c1nc(-c2ccc(Cl)cc2)cn1-c1ccccc1,u,-21.5%
CC(=O)c1ccc(N2CCN(c3ccc(NC(=O)c4ccc(F)cc4)cc3C(=O)O)CC2)cc1,1.8%,0.2%
C/C(=N/Nc1ccccc1)c1ccc(Cl)s1,-1.3%,-10.7%
O=C(CC1Sc2ccc(C(F)(F)F)cc2NC1=O)Nc1ccc(Cl)c(C(F)(F)F)c1 (configuration not stated),u,-5.1%
CCOc1cc(/C=C/C(=O)c2ccc(OCC(=O)O)c(OC)c2)cc(Cl)c1O,6.0%,1.4%
COc1cccc(/C=C/C(=O)c2ccc(-c3ccccc3)cc2)c1,-3.2%,0.6%
CCCCCCSC1=C(C#N)C(c2ccc(CC)cc2)CC(=O)N1 (configuration not stated),-7.4%,0.1%
COc1cccc(CNS(=O)(=O)c2cc(Br)cc3c2N(C(C)=O)C(C)C3)c1 (configuration not stated),13.0%,-9.1%
Cc1ccc(CNc2c(C)c(C)nc3nncn23)cc1,40.7%[activator],-10.8%

Molecules above containing an NH in an aromatic ring (2):
smiles,AID inh,UDG counter
Cc1ccc(NC(=O)CSc2nnc3[nH]c(=O)cc(C)n23)cc1Cl,-2.4%,2.5%
COc1ccc(CN(C(=O)Cc2n[nH]c(=O)c3ccccc23)C2CC2)cc1,-13.1%,4.8%

The results go on.
smiles,AID inh,UDG counter
CCOC(=O)c1ccccc1NC(=O)N1CCN2CCCCC2C1 (configuration not stated),5.8%,-3.1%
Nc1c2c(nc3ccccc13)CCCC2,10.6%,6.6%
COc1ccc2nc(NC(=O)CCNC(=O)c3ccccc3Cl)sc2c1,-2.4%,6.4%
CCc1nc2nc(C)c(NS(=O)(=O)c3ccc(C(C)(C)C)cc3)c(=O)n2[nH]1,-14.1%,11.8%
O=C(Nc1ccc(Cl)c(C(F)(F)F)c1)C1CCN(S(=O)(=O)c2cccc3nonc23)CC1,0.4%,-3.5%
O=C(C1CCN(c2nc3ccccc3o2)CC1)N1CCOCC1,-2.2%,0.8%
O=C(COc1ccc(Cl)cc1)Nc1ccc(O)c(-c2nc3ccccc3s2)c1,6.5%,-1.2%
Cc1ccc(-c2nonc2NC(=O)c2ccco2)cc1,2.6%,14.0%
COC(=O)CNC(=O)c1ccc(CNC(=O)OC(C)(C)C)cc1,0.0%,6.6%
CN(C)C(Cc1ccccc1)C(=O)c1cc2ccccc2o1 (configuration not stated),24.3%,2.9%
Cc1cc(C)c(NC(=O)CN2C(=O)CCn3nc(-c4cccn4C)cc32)c(C)c1,11.9%,-18.8%
CCCN1CCN(CCCN2C(=O)c3ccccc3C2C(=O)NC2CCCCCC2)CC1 (configuration not stated),12.9%,1.6%

smiles,AID inh,UDG counter
CCOc1ccc(-c2cc(CCCC(=O)NCCc3ccc(Cl)cc3)no2)cc1,-12.7%,0.9%
O=C1CN(C(=O)c2ccc(S(=O)(=O)N3CCCCC3)cc2)C(c2ccc(F)cc2)c2cc(Br)ccc2N1 (configuration not stated),-8.6%,-15.4%
Cc1cccc(S(=O)(=O)c2cn(C)c3cc(N4CCN(c5ccc(F)cc5)CC4)c(F)cc3c2=O)c1,4.2%,-3.9%
CCCCNC(C(=O)c1c[nH]c2ccccc12)c1ccccc1 (configuration not stated),-1.7%,-0.4%
CC(C)(C)OC(=O)N1CCC(c2c(C(=O)N3CCN(c4ccccc4F)CC3)cnn2-c2ccccc2Cl)CC1,50.1µM*,u
CCCCNc1nc(Oc2ccc(=O)n(C)n2)nc(N2CCOCC2)n1,13.2%,-24.2%
COc1cc2c(cc1OC)n(CC(=O)c1ccc(F)cc1)c(=O)n1nc(CCn3nc(C)cc3C)nc21,52.0%[activator],2.4%
Cc1ccc(S(=O)(=O)NC(C)c2cccs2)cc1 (configuration not stated),3.0%,7.2%
CCOc1ccc(C(=O)Nc2ccc3nc(Nc4cccc(C(F)(F)F)c4)cc(C)c3c2)cc1OCC,-14.3%,-11.0%
Cc1cc(C)c(NC(=O)c2sc3nc(C)cc(C)c3c2N)c(C)c1,13.3%,8.7%
Cc1ccc(OCC(F)(F)F)c(N)c1,-0.7%,-5.6%
CCC(C)(C)NC(=O)CC(NC(N)=O)c1ccccc1C (configuration not stated),1.2%,12.0%

Entries of single compounds, quoted from the list:
Record of Cc1ccc(-c2nonc2NC(=O)c2ccco2)cc1 → AID inh: 2.6%; UDG counter: 14.0%
Record of O=C(Nc1ccc(Cl)c(C(F)(F)F)c1)C1CCN(S(=O)(=O)c2cccc3nonc23)CC1 → AID inh: 0.4%; UDG counter: -3.5%

Further records.
smiles,AID inh,UDG counter
CCN(Cc1ccccc1)Cc1c(O)ccc2c(=O)c(-c3ccccc3Cl)c(C(F)(F)F)oc12,-7.5%,0.0%
CCOC(=O)CC(=O)CSc1nc2ccccc2c(=O)n1CCc1ccc(S(N)(=O)=O)cc1,-3.3%,11.0%
CC(=O)NCCNC(=O)CCc1ncc(-c2ccc(F)cc2F)o1,-7.0%,-12.7%
Cc1cccc(C)c1OCCCOc1ccc(Cl)cc1/C=N/NC(N)=O,1.6%,-1.4%
CC(C)CN(CCNC(=O)c1cc(-c2ccc(Cl)s2)nc2ccccc12)CC(C)C,6.6%,-6.7%
CCC1CCCN(C(=O)CCn2cnc3c2c(=O)n(C)c(=O)n3C)C1 (configuration not stated),-16.5%,-10.2%
Cc1cccc(C)c1NC(=O)C1CCCN(S(=O)(=O)c2c(C)noc2/C=C/N(C)C)C1 (configuration not stated),u,3.3%
COc1ccc(CCNC(=O)CCN2N=C(c3ccccc3)CCC2=O)cc1OC,3.4%,-7.5%[57.5 µM]
CCOC(=O)C1CCCN(C(=O)Cn2ncc3c(C)n(Cc4ccc(F)cc4)c(C)c3c2=O)C1 (configuration not stated),4.2%,1.7%
CC(=O)c1cccc(NC(=O)c2ccc3c(=O)n(-c4ccccc4F)cnc3c2)c1,3.0%,4.9%
Cc1nc2cc(Cl)ccc2cc1C(=O)NCc1cccnc1-n1cccn1,-11.8%,-6.5%
CCC(=O)N1CCc2cc(CNC(=O)c3ccc(OC)cc3)ccc21,8.2%,-5.2%

smiles,AID inh,UDG counter
Cc1ccccc1-c1nc2scc(CCNC(=O)C(=O)Nc3c(C)cccc3C)n2n1,3.0%,-1.8%
NC(=O)CSc1ncc2c(n1)-c1ccccc1N(Cc1ccc(Cl)cc1)S2(=O)=O,7.5%,10.3%
CCS(=O)(=O)c1ccc2oc(Nc3ccc(OC)cc3)nc2c1,1.8%,-0.8%
CC(C)Cc1ccc(-c2cnc(CCC(=O)Nc3nccs3)o2)cc1,3.6%,13.8%
Cc1nc(C(=O)O)ccc1C#N,1.8%,-1.9%
CCOC(=O)C1CCN(C(c2ccc(C)cc2)c2c(O)cc(C)n(CCOC)c2=O)CC1 (configuration not stated),11.4%,24.2%
C=CCOc1cccc(N)c1,0.0%,2.1%
Cc1cc(C)cc(NC(=O)CCN2C(=O)c3ccccc3Sc3ncccc32)c1,1.2%,-6.0%
O=C(c1ccc(F)cc1)c1ccccc1C(=O)N1CCCC(C(F)(F)F)C1 (configuration not stated),-10.8%,-2.1%
O=C(COC(=O)[C@@H]1CCCN1S(=O)(=O)c1ccc(Cl)cc1)Nc1ccc(F)cc1F,-5.5%,-8.2%
O=C(Cc1n[nH]c(=O)c2ccccc12)NCc1ccccc1CN1CCCCC1,-5.6%,-13.0%
CCOc1ccccc1NC(=O)NC(c1ccccc1)c1nnc(-c2ccc(Cl)cc2)o1 (configuration not stated),0.6%,-8.0%

smiles,AID inh,UDG counter
Cc1ccc(NC(=O)C2CCN(C(=O)c3cnn(-c4ccccc4)c3-n3cccc3)CC2)cc1Cl,u,-18.1%
COc1ccc(NC(=O)Cn2c(=O)n(Cc3nc(-c4ccccc4)no3)c(=O)c3cc4c(cc32)OCO4)cc1Cl,6.7%,-1.8%
COc1ccc(-c2nc3ccc(NS(C)(=O)=O)cc3o2)cc1,65.5%[activator],-17.0%
CCOc1ccc(C(=O)Nc2ccc(S(=O)(=O)N3CCCCC3c3cccnc3)cc2)cc1 (configuration not stated),-19.6%,-20.4%
CCCCN(CC)CCCNC(=O)c1sc2nc(C)cc(C)c2c1-n1cccc1,-16.9%,-9.0%
Cc1ccc(-n2ncc3c(N4CCN(Cc5ccccc5)CC4)ncnc32)cc1C,u,-27.2%
CCOC(=O)c1scc(-c2ccc(C)cc2)c1S(=O)(=O)Nc1cccc(CC)c1,10.5%,-10.7%
CC(C)c1ccc(NC(=O)C2CCCN2S(=O)(=O)c2ccc3nc(-c4ccccc4)[nH]c3c2)cc1 (configuration not stated),30.0%,7.1%
CC(=O)c1ccc(OCc2c(F)cccc2Cl)cc1,-6.0%,-7.3%
c1ccc(CN2CCC(=NNc3nncc4ccccc34)CC2)cc1,1.8%,5.0%
Cc1ccc(S(=O)(=O)c2nnn3c2nc(NCc2cccs2)c2sccc23)cc1C,u,u
COc1cc(Br)cc2cc(-c3nc(-c4nonc4N)no3)c(=O)oc12,-0.3%,-7.4%

Copied from the list.
UDG counter with CCCCN(CC)CCCNC(=O)c1sc2nc(C)cc(C)c2c1-n1cccc1 = -9.0%
UDG counter with Cc1ccc(-n2ncc3c(N4CCN(Cc5ccccc5)CC4)ncnc32)cc1C = -27.2%
AID inh with CC(=O)c1ccc(OCc2c(F)cccc2Cl)cc1 = -6.0%

(continued)
smiles,AID inh,UDG counter
CCCCNC(=O)c1c(C)oc2ncn(CC(C)C)c(=O)c12,36.5%[activator],u
CC(=O)NCc1ccc(-c2csc(Nc3cc(C)ccc3C)n2)o1,2.6%,-8.9%
Cc1cc(F)ccc1NC(=O)c1nn(CC(C)C)c(=O)c2ccccc12,-4.6%,6.8%
CCCCCCC1CC[S+](c2cc(O)ccc2O)CC1 (configuration not stated),20.2%,u
Cc1ccccc1NC(=O)Cn1nnc(C(=O)NCc2ccco2)c1N,9.6%,-10.5%
Nc1cc(OCC(F)(F)F)cc(OCC(F)(F)C(F)F)c1,-1.3%,-4.3%
FC(F)(F)c1ccc(Cl)c(N/N=C/c2ccc(-c3ccccc3)cc2)c1,-8.1%,4.7%
O=C1CSc2ccc(S(=O)(=O)N3CCCCCC3)cc2N1,-20.8%,-0.2%
Cc1ccc(-c2cc(C(F)(F)F)n3nc(C(=O)Nc4sc5c(c4C#N)CCC(C)C5)cc3n2)cc1 (configuration not stated),45.9%[activator][57.5 µM],-6.8%[57.5 µM]
COc1cc(OC)c(-c2nc(-c3ccc(Br)cc3)no2)cc1OC,2.7%,-5.1%
COc1ccc2c(C)cc(SCC(=O)N3CCOCC3)nc2c1,7.1%,4.8%
CCc1ccc(C(=O)c2cn(CC(=O)Nc3cc(F)ccc3F)c3nc(C)ccc3c2=O)cc1,4.7%,2.6%

smiles,AID inh,UDG counter
COc1ccc(OCCC(=O)OCC(=O)NCc2ccccc2)cc1,-1.7%,-7.2%
COc1ccc(-n2nnnc2C2CCN(S(=O)(=O)c3cccc(Cl)c3C)CC2)cc1,-1.0%,-6.3%
COC(CNC(=S)NC1CCCC1)OC,1.7%,3.9%
CCCCCCc1cc2cc(C(C)=O)c(=O)oc2cc1O,-2.6%,9.5%
Cc1nn(CCCC(=O)NCc2ccc(F)cc2)c(=O)c2c1sc1ccccc12,7.8%,4.2%
CCCn1nc(C(=O)N2CCN(C(=O)C(C)C)CC2)c2ccccc2c1=O,2.0%,3.7%
O=C(Cc1ccc(Br)cc1)Nc1nc2c(s1)CCCC2,-5.9%,1.3%

Screens as filed in PubChem.
